Assay outcomes from PubChem.
ADAM17 inh: inhibits human ADAM17; P78536; recombinant ADAM17, EDANS/DABCYL FRET peptide cleavage; AID 720648; hit rate 0.83% among 370,000; inhibition, % at 6.95 µM;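 active = inhibition above the mean of compounds lying between control limits plus 3 SD, set per campaign, cut at about 8.5% in these data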;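 note: 0% = DMSO-only wells as the low control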
hcDAF12 agonist: activators of H. contortus DAF-12 nuclear receptor. HEK293 hcDAF-12 lit1-tk-luc reporter, luminescence; 0% DMSO, 100% Δ7-dafachronic acid. activation, % at 6.8 µM. hit rate 1.4% among 370,000. AID 652067;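 active = activation above the mean of all tested compounds plus 3 SD, cut at about 5.5% in these data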;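 note: 100% = response to 3 µM Δ7-dafachronic acid high control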
HGIII-sPLA2 inh: Blocks human group III sPLA2 activity; Q9NZ20; QFRET BODIPY PC-A2 liposome hydrolysis, fluorescence; inhibition, % at 12.2 µM; hit rate 0.56% among 370,000;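 active = inhibition above mean plus 3 SD of compounds lying within the high and low control bounds, cut at about 19% in these data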;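 note: 0% = median of test compound wells and 100% = no enzyme DMSO wells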
hgDAF12 agonist: agonists of H. glycines DAF-12 nuclear receptor; HEK293 GAL4-hgDAF12 UAS-luciferase reporter, agonist luminescence; normalized to butyrate control; activation, % at 6.8 µM; hit rate 1.8% among 370,000; AID 687014;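 active = activation above a cutoff set at the mean of all screened compounds plus 3 SD, cut at about 10% in these data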;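 note: 0% = DMSO wells and 100% = sodium butyrate wells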
PLC-beta3 inh: inhibitors of human phospholipase C beta3; hit rate 0.18% among 370,000; Q01970; inhibition, % at 12.2 µM; Purified PLC-beta3, fluorogenic substrate, fluorescence; in the data active = inhibition above about 11%;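 note: 0% = median of compound wells on plate and 100% = full blocker control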
FXN GAA850 act: increases GAA850 frataxin promoter reporter activity. HEK293 lucGAA850 FXN promoter luciferase reporter, 24 h; percent of 10 µM SAHA response. activation, % at 6 µM. hit rate 0.56% among 360,000;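 active = activation above the average of all compounds screened plus 3 SD, cutoff fixed separately per campaign, cut at about 7.5% in these data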;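 note: 0% = DMSO wells and 100% = 10 µM SAHA wells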
DAX1 inh-1: NR0B1 (DAX1) inhibition. HEK293 Gal4-DAX1 luciferase reporter, luminescence. inhibition, % at 6.75 µM. hit rate 0.99% among 340,000. AID 504766;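 active = inhibition above the mean over all tested compounds plus 3 SD, cut at about 4.2% in these data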;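 note: 0% = DAX1-transfected cells with DMSO and 100% = empty-vector control cells with DMSO; inhibition shows as a rise in luminescence from relieved DAX1 repression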
ssDAF-12 act: activates DAF-12 receptor from parasite S. stercoralis | HEK293 ssDAF-12/GRIP1 lit1-tk-luc reporter, luminescence; % of 3 µM dafachronic acid response | activation, % at 6.8 µM | hit rate 1% among 370,000;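 active = activation above the mean over all tested compounds plus 3 SD, cut at about 0.9% in these data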;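 note: 0% = DMSO-only wells and 100% = 3 µM delta7-dafachronic acid wells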
DAX1 inh-2: DAX1 (NR0B1) inhibition, primary screen. HEK293T StAR-luciferase reporter, SF-1/DAX-1 repression relief. inhibition, % at 6.8 µM. hit rate 1.1% among 370,000. AID 652010;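 active = inhibition above the mean over all tested compounds plus 3 SD, cut at about 3.6% in these data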;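 note: 0% = DAX-1 cells with DMSO and 100% = cells lacking DAX-1 with DMSO; higher inhibition means more luminescence from relief of DAX-1 repression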
PLC-gamma1 inh: inhibitors of human phospholipase C gamma1 | P19174 | purified PLC-gamma1, fluorogenic substrate, fluorescence | inhibition, % at 12.2 µM | hit rate 0.84% among 370,000 | AID 720700; in the data active = inhibition above about 9.5%
ADAM10 inh: inhibits human ADAM10. recombinant ADAM10, EDANS/DABCYL FRET peptide cleavage, 3 h. inhibition, % at 7 µM. hit rate 0.62% among 370,000;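 active = inhibition above a per-campaign cutoff equal to the mean of compounds falling between control-based bounds plus 3 SD, cut at about 20% in these data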;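 note: 0% = DMSO wells while the 100% control is not disclosed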
Active calls of the source: *; · = not tested or not shown. Rows are unselected; overall some 6.9% were active at least once.

The line under a structure holds: hcDAF12 agonist, ADAM10 inh, PLC-beta3 inh, FXN GAA850 act, PLC-gamma1 inh, DAX1 inh-2, ssDAF-12 act, ADAM17 inh, DAX1 inh-1, hgDAF12 agonist, HGIII-sPLA2 inh
- COc1cc(/C=C/C(=O)OC(C)C(=O)Nc2ccc(Cl)cn2)ccc1OC(F)F (centres undefined)
  -1.6, -18, -10, -0.4, -10, -0.2, -1.7, -1, -1.6, -1.8, -4
- COc1ccc(N(CC(=O)NCc2ccc(C)cc2)S(=O)(=O)c2c(C)nn(C)c2C)cc1
  0.3, 1, -1, -0.1, 1, -0.9, -1.1, 2, 2.6, 0.9, -2
- O=C1CC(c2ccccc2)Cc2nc(N3CCc4ccccc43)ncc21 (centres undefined)
  0.3, -9, -30, 0.5, -26, 0.8, -1.0, -2, 1.5, -1.1, 1
- CCN(CC)C(=O)/C(=C\c1ccncc1)NC(=O)c1ccccc1
  0.0, 0, 2, 1.9, -1, 0.1, -1.6, -3, 0.8, 1.1, 2
- CCN(CC(=O)NCc1cccs1)S(=O)(=O)c1ccc(NC(C)=O)cc1
  -1.9, 6, 0, -0.3, 2, -0.4, -1.2, -3, -1.0, 3.5, 1
- Cc1ccccc1S(=O)(=O)/N=C(/c1ccccc1)N1CCOCC1
  -1.4, 6, 2, 0.2, 4, 0.0, -1.0, -5, 0.3, -3.0, 12
- COC(=O)c1ccccc1NC(=S)N(Cc1ccc2c(c1)OCO2)Cc1cc2ccc(C)cc2[nH]c1=O
  -1.7, -14, 6, -1.8, 0, -2.3, -1.0, 0, 0.1, -1.7, -4
- O=C(OCCCCN1C(=O)c2ccccc2C1=O)c1ccc(Br)o1
  -1.8, -1, -2, 2.8, -2, 0.5, -0.9, -2, -1.0, 0.6, -8
- CCN(CCNc1ccc(Cl)cc1[N+](=O)[O-])C(=O)c1cc([N+](=O)[O-])c(N(C)C)cc1OC
  -2.0, -3, 2, 0.3, 2, -0.5, -1.4, -4, -0.4, -0.5, -1
- O=C(Nc1ccccc1)c1nc[nH]c1C(=O)NCCCNC(=O)c1[nH]cnc1C(=O)Nc1ccccc1
  0.9, 9, 1, 0.8, 0, 0.4, -1.1, -1, -0.1, 1.4, -6
- COC(=O)c1cc2occc2n1CC(=O)Nc1ccc(OC)c(OC)c1
  -1.8, 1, 2, -4.0, -1, -0.1, -0.6, -2, -0.5, -0.8, -4
- COc1ccccc1C1CC(c2c(-c3ccccc3)c3cc(Cl)ccc3[nH]c2=O)=NN1S(C)(=O)=O (centres undefined)
  -0.8, -7, -9, 1.8, -4, -0.3, -1.1, -4, -1.6, 0.4, -11
- CCOC(=O)c1ccc(N(C(=O)c2ccco2)C(C(=O)NC2CCCCC2)c2ccncc2)cc1 (centres undefined)
  0.4, -7, -4, 2.0, 0, -0.5, -1.3, -1, 1.4, -3.4, 3
- Nc1cccc(C#Cc2ccc3c(=O)c4ccccc4oc3c2)c1
  5.0, -9, -61, 4.4, -41, -0.2, 0.0, -2, 2.5, 9.2, 0
- O=C(NCCC1=CCCCC1)C(=O)NCC1OCCCN1S(=O)(=O)c1cc(F)ccc1F (centres undefined)
  -0.4, 2, 1, 2.6, 0, 0.0, -2.1, -3, -2.1, -1.1, -7
- COc1ccc(/C=C/C(=O)NC2CCCCC2C)cc1 (centres undefined)
  1.0, -5, -2, -1.7, -1, 0.7, -0.9, -6, 1.9, 1.3, 8
- O=C(Nc1ccc(Cl)cc1)C1CC2CCCC(C1)C2=O (centres undefined)
  -0.6, -18, 1, -0.3, 4, -0.7, -2.1, -5, -0.3, -0.3, 10
- CC(C)CN(CCNC(=O)CC1Oc2ccccc2NC1=O)CC(C)C (centres undefined)
  1.6, 3, -4, 0.1, 0, 0.8, -0.9, -2, -2.2, -2.0, 8
- Cc1ccc(C2=C(O)c3ccccc3C(=O)C2=O)cc1
  1.3, -1, -4, 0.5, 0, 0.2, -0.4, 0, 0.4, 1.2, 1
- CC1=C(C(=O)Nc2ccc(C)cc2C)C(c2ccc(C)o2)NC(=O)N1 (centres undefined)
  -0.8, 0, -6, 2.4, -2, 0.2, -0.7, -6, 0.3, 4.5, -2
- Cc1ccc(C2NC(C(=O)O)CS2)cc1 (centres undefined)
  -1.1, -9, -2, ·, -3, 0.4, 0.0, -4, ·, -0.1, 10
- CC1=NC(C)(C)Cc2cc(C)c(C)cc21
  -1.8, -3, -1, -0.2, 0, 0.9, -1.7, -3, 1.7, 3.0, -8
- C#CCN(C[C@H]1[C@H](OC(=O)NCc2ccccc2F)[C@H](OC(=O)NCc2ccccc2F)C[C@@H](C(=O)OC)[C@H]1C(=O)OC)S(=O)(=O)c1ccc(C)cc1
  -2.3, 1, 4, -4.0, 1, -2.3, -1.1, -4, -1.8, -0.1, 7
- O=C(COc1ccc(Cl)cc1)NNC(=O)c1ccc2c(=O)n3c(nc2c1)CCC3
  0.0, 81*, -3, 0.8, -1, 4.1*, -0.9, 3, -0.8, -1.9, -6
- O=C(NCCc1c[nH]c2ccccc12)OCc1cn(Cc2ccc(F)cc2F)nn1
  -3.4, 5, 0, ·, 2, -0.5, -1.7, 1, ·, -0.3, -70
- CCOC(=O)C1CCCN(C(=O)c2ccc(F)c(Cl)c2)CC1 (centres undefined)
  0.6, -8, 2, 1.7, -2, -0.7, -1.3, -3, ·, 1.0, -2
- O=C(Nc1ccc(N2CCOCC2)c(Cl)c1)c1ccc(Cl)cc1
  -0.1, 3, -7, 5.5, 0, -0.1, -1.4, -2, -0.9, 0.4, 0
- Cc1ccc(-c2nnc(N(C)C(=O)c3cccnc3)s2)cn1
  -1.5, -3, 4, 0.4, 6, 0.3, -1.2, -2, -0.4, 4.0, 8
- Cc1ccc(-c2nn[nH]n2)o1
  0.1, 7, 4, -1.3, 7, 0.0, -0.7, 3, -1.6, 1.8, 5
- Cc1ccccc1CN1CCN(CC(=O)NCc2ccccc2)C1=O
  -1.6, -5, -2, -4.1, 0, 0.1, -1.6, -2, -0.3, -0.5, -7
- CC(C)NC(=O)COC(=O)c1cncc(Br)c1
  -1.0, 2, 1, -0.8, -3, 0.0, -0.3, -1, 0.3, -2.7, 3
- O=C1NC(c2ccccc2)Oc2ccccc21 (centres undefined)
  -1.0, -36, -8, 3.1, -2, 0.0, -1.3, -22, -0.1, -0.9, 0
- CCOc1ccc(CCNC(=O)Cc2ccccc2)cc1OCC
  -1.2, -4, 0, ·, 1, ·, -1.9, -4, ·, -1.9, -6
- CCCc1ccc(S(=O)(=O)N2CCN(C(=O)CN3C(=O)NC(C)(C4CC4)C3=O)CC2)cc1 (centres undefined)
  1.2, -11, -1, -0.5, 1, 0.7, -1.5, -6, 4.3*, -2.4, 1
- O=C(NCC1CCCO1)C(=O)NCC(c1ccco1)N1CCN(c2ccccc2)CC1 (centres undefined)
  0.6, -6, 1, 1.5, 0, 0.0, -0.6, -1, 1.3, -2.4, 18
- CC(C)(C)NC(=O)C1c2ccccc2OCC(=O)N1CCc1ccccc1 (centres undefined)
  2.6, -6, 4, ·, 3, 1.4, -0.7, 2, ·, 1.9, 7
- CC1O[C@@H](OC2C(O)C(O)C(CO)O[C@H]2OC2C[C@]3(C)C(CC(O)C4[C@@H]([C@]5(C)CC[C@@H](C(C)(C)O)O5)CC[C@]43C)[C@@]3(C)CCC(O)C(C)(C)C23)C(O)C(O)C1O (some centres undefined)
  -1.4, -5, 0, -0.2, -1, 0.6, -1.2, -4, 0.6, -0.6, 9
- Cc1[nH]n(-c2ccccc2)c(=O)c1C(c1ccc(O)c([N+](=O)[O-])c1)c1c(C)[nH]n(-c2ccccc2)c1=O
  0.9, 5, 10, -0.2, 22*, -0.5, -0.5, 0, -0.1, 0.7, -6
- c1ccc(Cn2ncc3c(N4CCN(c5ccccc5)CC4)ncnc32)cc1
  -0.7, 3, 1, 0.7, 11*, -2.3, -0.7, 3, ·, 2.0, 0
- Cc1cc(C)c(C(=O)C(C)OC(=O)C2=COCCO2)cc1C (centres undefined)
  -0.1, -8, -4, -1.5, 2, -2.1, -0.8, 0, -1.0, 3.2, -8
- COc1ccc2[nH]c3c(=O)n(CCCCCC(=O)NCCC(C)C)c(=S)[nH]c3c2c1
  -0.2, -11, -1, 0.3, -1, -0.7, -1.2, -4, 0.1, -1.9, 8
- O=c1oc2ccccc2c(N2CCCCC2)c1[N+](=O)[O-]
  1.9, -2, -1, -1.6, 1, 0.1, -0.9, -3, -0.3, -0.7, 11
- CCOC(=O)C1(CC2CCCCO2)CCN(Cc2ccc(OC)cc2F)CC1 (centres undefined)
  0.5, -4, -1, -0.1, 0, -0.5, -0.7, -4, -1.6, 2.4, 1
- O=C(C1CC1)N1CCN(c2nc3ccccc3s2)CC1
  0.3, 4, 6, 6.3, 3, 1.8, -1.4, 0, -0.3, 4.9, 3
- COCCCNS(=O)(=O)c1ccc2c3c(cccc13)C(=O)S2
  -2.4, -228, -181, 2.2, -149, -0.7, -1.0, -67, 0.7, -0.8, -3
- Cc1ccc(C(=O)OCC(=O)NC(=O)Cc2ccccc2)c(O)c1
  0.2, 0, -7, 0.4, 1, 0.4, -1.0, -1, -0.7, 0.2, -9
- COc1cccc(N2CCN(C(=O)CNC(=O)c3sc4ccccc4c3Cl)CC2)c1
  -2.2, -1, -4, -0.1, 3, -2.1, -1.3, 0, 0.0, -5.6, -1
- O=C(N(c1ccccc1)c1ccccc1)n1ccnc1
  -0.7, -8, -2, -0.7, -3, -1.2, -1.2, -3, -0.3, 0.6, 1
- CCOC(=O)C1=C(c2ccccc2)N=C2SCC(=O)N2C1c1ccc(OCC)c(OCC)c1 (centres undefined)
  -0.9, -5, 4, -0.1, -2, -0.8, -1.1, -3, 0.3, -0.2, -11
- CC1=C(C(=O)N2CCOCC2)C(c2cc(C)cs2)NC(=O)N1 (centres undefined)
  -0.8, -1, -12, -2.8, -6, 0.0, -0.8, -2, 0.5, 0.6, 3

(listing goes on)
The line under a structure holds: hcDAF12 agonist, ADAM10 inh, PLC-beta3 inh, FXN GAA850 act, PLC-gamma1 inh, DAX1 inh-2, ssDAF-12 act, ADAM17 inh, DAX1 inh-1, hgDAF12 agonist, HGIII-sPLA2 inh
- Cc1cc(Br)cc(C)c1NC(=O)c1ccccc1[N+](=O)[O-]
  -3.9, -6, -5, 2.7, 2, -0.6, -1.8, 0, 1.1, -1.4, 21*
- C/C(=N/Nc1ccccc1C(=O)O)c1cccs1
  3.4, 6, -18, 3.7, -11, 0.7, -0.5, 6, 2.3, 7.6, 2
- Cc1ccc(C(=O)OCC(=O)c2cc(C)n(CC3CCCO3)c2C)cc1 (centres undefined)
  -1.7, 4, -1, -3.5, -1, -1.7, -1.5, 1, -0.4, 1.2, -2
- CCCOc1ccc(N2CC(C(=O)Nc3ccccc3OC)CC2=O)cc1 (centres undefined)
  -0.1, 3, 0, 0.0, 2, 0.7, -0.4, 1, 3.5, -1.1, -10
- Cc1cc(NC(=O)C(C)Oc2ccc(Cl)cc2Cl)n(-c2ccccc2)n1 (centres undefined)
  -2.3, 8, 1, 0.9, 1, -1.8, -1.5, 3, 0.5, -1.9, -6
- O=C(OCc1c(F)cccc1Cl)c1cccc(S(=O)(=O)N2CCOCC2)c1
  -0.4, 7, -2, 0.6, 1, -1.3, -1.5, 3, -0.7, -2.1, -7
